# Assay outcomes: PubChem BioAssay, Broad Institute
# Statin myotox sup = suppressors of simvastatin-induced myotoxicity in C2C12 myotubes. ATP luminescence, 48 h; scaled: DMSO 0, geranylgeraniol control 100. 0.78% of 330,000 active. rescue of ATP level, % at 7.49 µM;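 active = mean ATP rescue above about 67%, or every replicate alone reaching that limit, limit read from the data, passing the limit was not always enough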;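 note: myotubes were challenged with 10 µM simvastatin during compound exposure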
# LGR2 inh = inhibitors of bursicon-induced Drosophila LGR2 receptor cAMP signaling | 0.35% of 380,000 active | inhibition, % at 9.99 µM | HEK293 LGR2, CRE-luciferase, bursicon-stimulated, 4 h;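 active = drop in luminescence signal, shown as inhibition above about 50% in the replicate tests, limit read from the data, passing the limit was not always enough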;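 note: agonist challenge used bursicon conditioned medium at about half maximal strength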
# S100A4 inh HTS = blocks human S100A4 binding to myosin IIA peptide; inhibition, % at 10.7 µM; P26447; 0.14% of 360,000 active; S100A4/TAMRA-MyoIIA peptide fluorescence polarization;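 active = mean inhibition of at least 70% across replicates, with every replicate also reaching that level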
# Target sequence (P26447 whole entry, looked up): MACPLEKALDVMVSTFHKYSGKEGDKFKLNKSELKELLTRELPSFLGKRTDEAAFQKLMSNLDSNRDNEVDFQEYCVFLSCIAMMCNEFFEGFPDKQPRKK
#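 Material: human S100A4 monomer with TAMRA-labelled myosin IIA peptide; buffer or medium: HEPES pH 7.2 with CaCl2, KCl, NaCl, DTT, Triton; compound dosing: one concentration per compound; schedule: 5 min incubation before reading; benchmarks: neutral control DMSO, positive control TFP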
# Casp6 inh = inhibitors of human caspase-6. purified caspase-6, Z-VEID-R110 cleavage fluorescence. inhibition, % at 12.5 µM. 0.53% of 350,000 active;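 active = mean inhibition across replicates at least about 35%, with every replicate also reaching that limit, limit read from the data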;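 note: 0% = median of neutral control wells and 100% = no fluorescence left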
# Target sequence (P55212 24-179 limits assumed): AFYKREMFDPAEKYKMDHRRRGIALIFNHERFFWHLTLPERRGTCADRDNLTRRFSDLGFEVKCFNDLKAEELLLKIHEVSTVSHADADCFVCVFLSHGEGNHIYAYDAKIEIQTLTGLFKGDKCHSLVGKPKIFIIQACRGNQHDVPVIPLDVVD
# Target sequence (P55212 194-293 limits assumed): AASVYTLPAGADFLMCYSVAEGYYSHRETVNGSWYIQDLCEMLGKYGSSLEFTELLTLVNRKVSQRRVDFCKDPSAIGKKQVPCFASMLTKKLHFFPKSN
# esBAF inh = inhibitors of esBAF chromatin remodeling in mouse ES cells. reporter increase, % at 12.5 µM. AID 602393. 2% of 350,000 active. Bmi1-luciferase knock-in reporter, 24 h; 100% = twice the neutral-well signal; in the data active = activation above about 40%;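 note: 0% = median of the plate's neutral control wells and 100% = double that signal; a rise in the Bmi1 reporter signal indicates esBAF inhibition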
# FN deposition inh = fibronectin deposition inhibition. 0.086% of 350,000 active. AH1F fibroblasts, Alexa488-fibronectin deposition fluorescence, overnight. inhibition, % at 12.6 µM. AID 743247;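 active = mean inhibition across replicates of 30% or more, regardless of how many single replicates reach that level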;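 note: positive control wells lacked labelled fibronectin entirely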
#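 Material: AH1F fibroblast monolayer depositing Alexa488-labelled fibronectin into matrix / Amount: 10000 AH1F cells per well / Signal: fluorescence 485/525 nm / Medium: DMEM, 2% serum / Compound: single dose, pinned / Incubation: 1 h cell adhesion before compound, then overnight fibronectin incubation / Reagent: Alexa488-FN, 24 nM final / Read-out: inhibition of fibronectin deposition signal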
# SIRT5 block = blocks human SIRT5 desuccinylation of peptide. Q9NXA8. Purified SirT5, succinyl-peptide AMC, trypsin-coupled fluorescence. inhibition, % at 15 µM. 1.1% of 330,000 active. AID 652115; in the data active = inhibition above about 15%
# Target sequence (Q9NXA8 whole entry, looked up): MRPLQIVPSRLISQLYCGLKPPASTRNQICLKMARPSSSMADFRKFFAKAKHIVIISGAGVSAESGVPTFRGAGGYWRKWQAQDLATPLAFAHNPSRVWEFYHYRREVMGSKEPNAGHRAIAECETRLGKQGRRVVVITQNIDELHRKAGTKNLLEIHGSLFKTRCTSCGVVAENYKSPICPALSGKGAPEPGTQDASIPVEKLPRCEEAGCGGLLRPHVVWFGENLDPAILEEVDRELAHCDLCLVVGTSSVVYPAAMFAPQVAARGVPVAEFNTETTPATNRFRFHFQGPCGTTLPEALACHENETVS
# Numbers without * were called inactive; · = no result given; & = joins results of further samples. Not all compounds are listed; the hit share may differ from the screen's.
# Values run as follows: Statin myotox sup	LGR2 inh	S100A4 inh HTS	Casp6 inh	esBAF inh	FN deposition inh	SIRT5 block
- CO[C@H]1CN(C)C(=O)c2ccc(NC(=O)C3CCCC3)cc2OC[C@@H](C)NC[C@@H]1C
 : -8.2	7.3	7.4	-2.3	0.3	-0.9	-4.4
- CCn1c(CSc2ncccn2)nnc1SCC(=O)N1c2ccccc2CC1C (stereo not given)
 : 0.6	0.5	-1.6	-3.8	4.4	·	1.2
- Cc1ccc(NC(=O)c2cncc(Br)c2)c(O)c1
 : ·	-23.8	2.7	·	·	-1.6	-5.2
- OCCNCc1cccc(-c2ccccc2)c1O
 : 100.3*	-9.1	-3.7	-0.1	·	-5.3	-3.4
- CCCC1CCC(C(=O)Nn2c(C)nc3ccccc3c2=O)CC1 (stereo not given)
 : -2.8	6.8	1.5	1.5	1.1	·	-1.4
- CSc1nc2c(c(=O)[nH]1)C(c1ccccc1Cl)CC(=O)N2 (stereo not given)
 : ·	-5.5	4.4	-2.8	·	15.4	·
- CCc1nc(SCC(=O)N2c3ccccc3Sc3ccccc32)c2ccccc2n1
 : 0.6	·	·	·	12.2	0.9	·
- O=C(NCC(=O)N1CCCC(C(F)(F)F)C1)c1ccc(Oc2ccccc2)cc1 (stereo not given)
 : -1.9	0.0	13.9	4.4	-3.2	8.5	-1.6
- COc1cc2nc(-c3ccccc3C)oc(=O)c2cc1OC
 : 9.5	-1.6	-3.2	-0.6	-3.1	7.2	3.0
- Cc1ccc(NCc2ccc([N+](=O)[O-])s2)cc1
 : 12.2	-47.0	-2.0	1.2	11.1	2.8	7.7
- C/C=C/c1ccc(C2[C@H]3CNC[C@@H]2N3C(=O)NCCC)cc1 (stereo not given in full)
 : ·	3.6&11.1	-9.1&3.7	1.6&0.7	·	-8.4&-14.3	-4.1&-2.5
- Cc1nc(SCC(=O)NC2CC2)c2c(C)c(C)sc2n1
 : 1.2	12.4	3.2	0.2	1.3	10.9	-2.6
- O=C(N/N=C/c1c(Cl)nc2ccccn2c1=O)c1cccnc1
 : 29.0	11.5	-10.8	9.3	1.9	-3.0	-0.2
- CC(C)Oc1ccc(NC(=O)c2ccncc2)cc1
 : -17.8	·	·	·	20.3	-1.2	·
- CC1(C)Cc2c(c(N3CCOCC3)nc3sc4c(NN)ncnc4c23)CS1
 : 43.4	·	·	·	-34.2	19.6	·

# Shown with tabs: entries from further up
Structure	Statin myotox sup	LGR2 inh	S100A4 inh HTS	Casp6 inh	esBAF inh	FN deposition inh	SIRT5 block
CCCC1CCC(C(=O)Nn2c(C)nc3ccccc3c2=O)CC1 (stereo not given)	-2.8	6.8	1.5	1.5	1.1	·	-1.4
OCCNCc1cccc(-c2ccccc2)c1O	100.3*	-9.1	-3.7	-0.1	·	-5.3	-3.4
Cc1ccc(NC(=O)c2cncc(Br)c2)c(O)c1	·	-23.8	2.7	·	·	-1.6	-5.2
CSc1nc2c(c(=O)[nH]1)C(c1ccccc1Cl)CC(=O)N2 (stereo not given)	·	-5.5	4.4	-2.8	·	15.4	·
CCc1nc(SCC(=O)N2c3ccccc3Sc3ccccc32)c2ccccc2n1	0.6	·	·	·	12.2	0.9	·

# Additional records follow:
# Values run as follows: Statin myotox sup	LGR2 inh	S100A4 inh HTS	Casp6 inh	esBAF inh	FN deposition inh	SIRT5 block
- COc1ccccc1CCNC(C)CCc1ccc(O)cc1 (stereo not given)
 : 22.2	11.2	-7.2	0.5	4.7	9.2	-2.6
- CC1(C)N=C(N)N=C(N)N1c1cc(Cl)ccc1Cl
 : 3.5	·	-1.5	-5.0	-5.7	6.4	-2.0
- COCC#Cc1cnc2c(c1)C(=O)N([C@H](C)CO)C[C@H](C)[C@@H](CN(C)C(=O)C1CCOCC1)O2
 : 2.5	26.1	-0.8	-0.7	-2.9	-4.5	1.9
- Cc1ccc(N2C(=O)c3ccccc3C2=O)cc1C
 : ·	·	-6.1	·	35.5	-2.6	·
- COc1ccc(CN(C)C[C@@H]2OCCCC[C@H](C)Oc3ccc(NS(=O)(=O)c4ccc(C)cc4)cc3C(=O)N([C@@H](C)CO)C[C@@H]2C)cc1
 : ·	-15.3	0.6	-3.2	1.3	·	4.6
- Cc1ccc(S(=O)(=O)N(C)Cc2ccc(C(=O)N/N=C3\CCCC(=O)C3)cc2)cc1
 : -3.0	-0.4	-1.8	0.2	-1.2	·	0.0
- CCC(C)[C@H]1CNC(=O)C(=O)N1CCc1cccc(F)c1 (stereo not given in full)
 : ·	7.4	1.5	2.0	·	3.7	·
- CC(=O)Nc1ccc(S(=O)(=O)NNc2ccc([N+](=O)[O-])cc2)cc1
 : 9.8	-15.3	-7.1	3.0	-4.5	-5.6	-0.7
- CC1CCN(C(=O)CCN2C(=O)C3C4C=CC(C4)C3C2=O)CC1 (stereo not given)
 : 1.3	-11.5	-7.8	-2.9	-10.8	-10.5	-1.8
- Cc1nn(C)c(C(=O)Sc2cccc(Cl)c2)c1[N+](=O)[O-]
 : 18.3	-7.0	-1.9	3.1	-1.6	1.4	3.4
- CCN(CC)CCC(=O)N1C/C(=C/c2ccccc2)C(=O)/C(=C\c2ccccc2)C1
 : ·	92.2*	-2.4	-4.2	·	21.1	-5.5
- CCc1cc(C(=O)N2CCN(c3ccccn3)CC2)sc1C
 : -0.5	-5.8	-0.7	1.0	0.7	7.1	0.9
- C[C@H](CO)N1C[C@H](C)[C@@H](CN(C)Cc2ccc3c(c2)OCO3)Oc2ccc(NC(=O)C3CC3)cc2C1=O
 : 3.7	7.0	5.0	-2.4	-2.5	·	4.2
- COC(=O)CCCC(=O)N1CCCC(C(=O)c2ccccc2SC)C1 (stereo not given)
 : 0.1	-4.3	-2.1	-2.9	-3.4	0.1	1.9
- C[C@@H](NC(=O)C[C@@H]1CC[C@H]2[C@@H](COC[C@@H](O)CN2Cc2ccc(C(F)(F)F)cc2)O1)c1ccccc1
 : 23.5	-23.3	-7.5	0.6	4.4	21.7	1.1
- CCOc1ccc(C(=O)CCC(=O)N2CCN(c3ccccc3O)CC2)cc1
 : 3.6	-8.7	-2.7	1.5	-0.1	7.5	0.6
- COC(=O)C1CCN(C(c2cc(OC)c(OC)c(OC)c2)c2sc3nc(C)nn3c2O)CC1 (stereo not given)
 : 2.3	8.9	-7.0	0.7	5.0	5.6	-3.1
- CCn1c(SCC(=O)Nc2cc(C)on2)nnc1-c1cccc(C)c1
 : 15.2	-2.5	6.0	2.5	-2.4	2.8	-0.4
- Cc1ccc(S(=O)(=O)N(CCC(=O)O)Cc2ccc(Cl)cc2)cc1
 : 12.5	9.4	0.7	4.3	1.3	·	-1.3
- Cc1noc(C)c1NC(=O)N(C)C[C@@H]1Oc2ncc(C#CCN(C)C)cc2C(=O)N([C@@H](C)CO)C[C@H]1C
 : -3.4	3.7	2.1	-3.8	-3.0	·	-2.6
- CC(C)[C@H](CN(N=O)[C@@H](Cc1ccccc1)CN(C)N=O)N(CCc1ccccc1)N=O
 : -16.2	2.9	3.3	-0.2	-3.0	-1.9	-12.0
- C[C@H](CO)N1C[C@H](C)[C@@H](CN(C)C(=O)Nc2ccc3c(c2)OCO3)Oc2ccc(NS(=O)(=O)c3cccs3)cc2CC1=O
 : -13.0	-23.5	-6.4	-0.6	4.7	·	-0.8
- COc1ccc(CN(C)C(=O)COC(=O)c2ccc(-c3ccccc3)cc2)c(OC)c1OC
 : 15.9	12.8	-4.2	4.8	6.2	0.6	-2.6
- CC(C)(C)OC(=O)CNC(=O)c1[nH]cnc1C(=O)N[C@@H](CCCCNC(=O)OC(C)(C)C)C(=O)OC(C)(C)C
 : 8.5	-4.7	1.7	1.6	9.7	-5.9	·
- C[C@H](CO)N1C[C@H](C)[C@@H](CN(C)C(=O)Nc2ccccc2)Oc2c(NC(=O)Nc3ccccc3)cccc2C1=O
 : -5.8&11.9	-7.1&-12.5	3.4&2.7	-1.8&0.3	5.0&-2.9	21.0	1.2
- Cc1ccc2[nH]cc(CCCN3C(=O)c4ccccc4C3=O)c2c1
 : ·	-12.2	0.2	0.7	·	·	0.2
- C[C@H]1CN([C@@H](C)CO)C(=O)Cc2cc(NC(=O)CCCCCC(=O)Nc3ccccc3N)ccc2O[C@H]1CN(C)C(=O)Nc1ccc(F)cc1
 : -5.5	-5.2	6.5	0.5	3.3	-8.3	·
- COc1cc(CNC(C)C23CC4CC(CC(C4)C2)C3)ccc1OCC(=O)NC(C)(C)C (stereo not given)
 : ·	10.0	1.0	-2.6	·	0.9	-0.9
- Cc1cc(C)c2nc(N3CCC(C(=O)NCC4CCCO4)CC3)sc2c1 (stereo not given)
 : 14.4	-7.4	3.3	3.0	14.9	0.1	27.5*
- CCOC(=O)/C(C#N)=C/c1cn(CCC(=O)O)nc1-c1cccc(Br)c1
 : ·	-8.6	-1.4	-0.8	·	2.0	2.4

# Record cards, from the list above. Values in the order: Statin myotox sup	LGR2 inh	S100A4 inh HTS	Casp6 inh	esBAF inh	FN deposition inh	SIRT5 block
# CCn1c(SCC(=O)Nc2cc(C)on2)nnc1-c1cccc(C)c1 in the list: 15.2	-2.5	6.0	2.5	-2.4	2.8	-0.4
# C[C@H](CO)N1C[C@H](C)[C@@H](CN(C)C(=O)Nc2ccccc2)Oc2c(NC(=O)Nc3ccccc3)cccc2C1=O in the list: -5.8&11.9	-7.1&-12.5	3.4&2.7	-1.8&0.3	5.0&-2.9	21.0	1.2

# Next section
# Values run as follows: Statin myotox sup	LGR2 inh	S100A4 inh HTS	Casp6 inh	esBAF inh	FN deposition inh	SIRT5 block
- CC(=O)Nc1ccc(S(=O)(=O)N(C)CC(=O)Nc2nc3ccccc3[nH]2)cc1
 : -8.9	4.5	0.3	-2.3	0.4	9.9	-1.2
- COc1ccc(-c2ccc([C@H]3[C@H](CO)N4C(=O)CN(C(=O)C5CCC5)C[C@@H]34)cc2)cc1
 : ·	-7.9	4.5	1.6	·	6.3	-4.7
- O=C(Cc1ccc(-n2c(=S)[nH]c3ccccc3c2=O)cc1)N1CCN(c2ccccc2)CC1
 : -13.6	·	·	·	6.5	-3.1	·
- CCCCN(CCCC)CCCNC(=O)C1CC(c2cc(C(F)(F)F)cc(C(F)(F)F)c2)=NO1 (stereo not given)
 : 1.2	10.5	-0.1	-10.3	11.3	-6.1	·
- CO[C@@H]1CN(C)C(=O)c2ccc(NC(=O)Nc3ccccc3Cl)cc2OC[C@@H](C)N(C(C)=O)C[C@H]1C
 : -30.3	19.2	-4.1	1.6	0.4	-6.0	-1.1
- COc1ccc(CC(NC(C)=O)C(=O)NC2CCN(S(=O)(=O)c3ccccc3)CC2)cc1OC (stereo not given)
 : -18.0	8.5	·	·	0.0	-3.9	·
- CC(=O)Nc1cccc(-n2nnc(SCC(=O)Nc3ccc(F)c(Cl)c3)n2)c1
 : 4.3	3.3	-1.3	0.1	9.2	-11.7	-2.5
- COc1ccc(NC(=O)COC(=O)c2ccc(C)c(S(=O)(=O)N3CCCCC3)c2)cc1
 : 3.0	-7.4	-15.8	9.7	0.1	-0.3	-6.3
- COC(=O)C[C@@H]1CC[C@@H]2[C@H](COC[C@H](O)CN2CCC(F)(F)F)O1
 : -5.4	11.1	3.4	0.1	0.4	-16.9	-0.7
- CC(=O)c1ccc(N2CCN(S(=O)(=O)c3csc(C(N)=O)c3)CC2)cc1
 : 12.9	-11.2	3.1	1.2	-0.8	2.9	-0.9
- CCCC(=O)Nc1ccc2c(c1)C(=O)N(C)C[C@H](OC)[C@@H](C)CN(C(=O)CC)[C@H](C)CO2
 : -5.4	-5.5	·	·	-1.3	-7.0	·
